TDP1 block – qHTS Assay for Inhibitors of Tyrosyl-DNA Phosphodiesterase (TDP1); Tyrosyl-DNA phosphodiesterase 1 (Homo sapiens), Q9NUW8; recombinant TDP1, AlphaScreen DNA substrate cleavage; Potency, µM (highest dose often 130 µM), for the others: top-dose activity change, negative = inhibition, usual class: inhibitors; actives 0.28% (n = 350,000); also: nearly all actives have a fitted effect of over 40% in size
Target sequence (Q9NUW8 whole entry, looked up): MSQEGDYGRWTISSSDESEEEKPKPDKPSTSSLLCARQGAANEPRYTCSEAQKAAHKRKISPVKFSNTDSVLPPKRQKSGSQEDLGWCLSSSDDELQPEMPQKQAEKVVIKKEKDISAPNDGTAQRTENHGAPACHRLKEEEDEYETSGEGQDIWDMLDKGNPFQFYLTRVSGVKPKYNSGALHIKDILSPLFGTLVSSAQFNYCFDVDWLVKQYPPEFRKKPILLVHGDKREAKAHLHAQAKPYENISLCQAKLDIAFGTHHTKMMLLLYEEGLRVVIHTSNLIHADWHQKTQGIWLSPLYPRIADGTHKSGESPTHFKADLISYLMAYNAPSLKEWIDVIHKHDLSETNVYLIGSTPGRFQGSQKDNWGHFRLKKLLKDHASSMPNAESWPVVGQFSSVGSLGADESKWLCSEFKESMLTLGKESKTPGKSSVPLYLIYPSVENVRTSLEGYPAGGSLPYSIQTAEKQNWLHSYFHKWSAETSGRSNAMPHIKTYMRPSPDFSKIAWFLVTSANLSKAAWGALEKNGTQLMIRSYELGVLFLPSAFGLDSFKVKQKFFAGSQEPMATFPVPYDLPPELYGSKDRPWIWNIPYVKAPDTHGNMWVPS
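AlphaScreen read-out: signal falls as enzyme removes the 3' tyrosine-FITC from a 5'-biotinylated DNA oligo (15 nM, 5 min, RT). Enzyme was E. coli-made recombinant Tdp1 at 1 nM, exposed to compound for 15 min beforehand; beads 10 ug/ml, 10 min.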
TDP1 cell CPT – qHTS for Inhibitors of human tyrosyl-DNA phosphodiesterase 1 (TDP1): qHTS in cells in presence of CPT; chicken DT40 Tdp1-/-;hTDP1 cells + 20 nM CPT, ATP luminescence, 48 h; Potency, µM (top dose mostly 46.2 µM), inactives show at the highest dose activity change, negative = growth inhibition, most hits filed as inhibitors; actives 12% (n = 420,000); AID 686979, 2013; also: nearly all actives have a fitted effect of over 55% in size
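Chicken DT40 Tdp1-/- cells stably complemented with human TDP1 were seeded at 400 cells/well in medium containing 20 nM camptothecin, exposed to pin-transferred compounds, and grown at 37 °C for at least 48 hr. Viability was read as ATP luminescence.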
TDP1 cell noCPT – qHTS for Inhibitors of human tyrosyl-DNA phosphodiesterase 1 (TDP1): qHTS in cells in absence of CPT; DT40 Tdp1-/- hTDP1 cells, no CPT, ATP luminescence, 48 h; actives 15% (n = 420,000); Potency, µM (doses to about 46.2 µM), inactives show at the highest dose activity change, negative = growth inhibition, hits mostly inhibitors; also: nearly all actives have a fitted effect of over 55% in size
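A cellular qHTS used chicken DT40 cells lacking endogenous Tdp1 but carrying stably transfected human TDP1. Compounds were applied without camptothecin, and cell growth kinetics were judged by ATP-dependent luminescence after ≥48 hr.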
* marks the source's active call; other numbers are inactive results; ? = inconclusive; / = no result given; [ ] = dose if it differs, or a comment. Calls follow the shape of the dose curve; as a rule, active = well fitted curve in the direction sought with a large enough effect; inconclusive = small, poorly fitted or top-dose-only effect, or another doubt; inactive = no such curve, though single readings can be large; an effect the other way counts as inactive or inconclusive. % is scaled to controls: 0 for no effect and ±100 for the full control effect; potency is read from the fitted curve at half-maximal effect.

Second line of a record: TDP1 block	TDP1 cell CPT	TDP1 cell noCPT
CN(Cc1ccccc1)c1ccc(-c2nc(-c3ccccn3)no2)cc1[N+](=O)[O-]
  9%	?	18µM*
CC(CN1c2ccccc2Sc2cccnc21)N(C)C (stereo not given)
  /	?	?
CCc1cccc2c(C(=O)CSc3nncn3-c3ccccc3OC)c[nH]c12
  1%	-14%	-15%
CN(CCCNC(=O)c1cccc(N2CCCC2=O)c1)c1ccccc1
  5%	5%	?
Cc1ccc(NC(=O)C(=O)NCc2ccc(Cl)cc2)cc1
  1%[12.3 µM]	7%	-21%
Cc1ccc(S(=O)(=O)N2C(c3ccc(Cl)c(Cl)c3)CC=C(C(=O)O)C2c2ccc(Cl)cc2)cc1 (stereo not given)
  /	19%	-3%
COc1ccc(C(C#N)N2CCC(c3ccccc3)=N2)cc1 (stereo not given)
  /	?	?
Cc1[nH]c2ccc(C(=O)NCc3ccccn3)cc2c1C
  3%	-6%	8%
CCc1cccc(CC)c1NC(=O)COC(=O)C1(C)CC1(Cl)Cl (stereo not given)
  0%	16%	6%
C/C=C/c1ccc(OCCNCc2ccccc2)c(OC)c1
  /	?	?
CC1CCCCC1NS(=O)(=O)c1ccc2c(c1)CCC(=O)N2 (stereo not given)
  0%	13%	2%
Cc1ccc(-c2nn(-c3ccccc3)cc2CN(Cc2ccccc2)C(=O)c2ccco2)o1
  6%	?	?
O=C(CSc1nc2ccccc2s1)NNC(=S)Nc1ccc(Cl)cc1
  6%	-5%	?
CCOC(=O)c1ccc(NC(=O)Cn2c(=O)oc3ccccc32)cc1
  /	-25%	-22%
O=C(COc1coc(CN2CCN(Cc3ccccc3)CC2)cc1=O)Nc1ccccc1
  -12%	-10%	-18%
OC1CCC(Nc2ncnc3sccc23)CC1 (stereo not given)
  /	-14%	?
O=C(O)CC/C(=N/NC(=O)CNC(=O)c1ccc2c(c1)OCCO2)c1ccccc1
  /	0%	-1%
CNc1oc(C)nc1S(=O)(=O)c1ccccc1
  6%	3%	-4%
COc1cc(-c2nnc3sc(Cc4ccccc4)nn23)cc(OC)c1OC
  3%	21µM*	?
Cc1cccc(C)c1NC(=O)COC(=O)C1CC1
  0%	3%	3%

Later entries:
Second line of a record: TDP1 block	TDP1 cell CPT	TDP1 cell noCPT
O=C(NNC1=NS(=O)(=O)c2ccccc21)c1ccccc1
  3%	-13%	23%
N#C/C(=C\c1ccc(-c2ccccc2)o1)C(=O)Nn1cnnc1
  5%	4%	-2%
Cc1nc2c(C)cccn2c1/C(O)=C1\C(=O)C(=O)N(CCN2CCOCC2)C1c1cccs1 (stereo not given)
  0%	-4%	-17%
Cc1ccc(-n2ncc3c(N4CCN(c5ccc(F)cc5)CC4)ncnc32)cc1
  13%	-2%	11%
COc1ccc(NC(=O)C(NC(C)=O)C(=O)NCc2ccc(F)cc2)cc1 (stereo not given)
  0%	-2%	?
O=C(CCNC(=O)Cn1ccc2ccccc2c1=O)NCCC1=CCCCC1
  -1%	3%	-1%
CC(C)N=C(NC#N)SCc1ccccc1F
  7%	-15%	-2%
CN1OC[C@@H]2CN(C(=O)NC3CCCCC3)[C@H](c3ccc(N4CCCCC4)cc3)C[C@@H]21
  /	1%	?
CC1CNC(=S)N(c2ccc(F)cc2)C1=O (stereo not given)
  /	-5%	-1%
Cc1ccc(C(=O)CSc2nnc(C(C)C)n2C)cc1C
  6%	0%	-5%
COc1ccc(C2=NN(CC(=O)Nc3cc(C)ccc3C)C(=O)CC2)cc1
  /	-16%	0%
CC(=O)CSc1nc(C(F)(F)F)cc(=O)n1-c1ccccc1
  7%	4%	-16%
C#CCNC(=O)C1=C[C@@H](c2ccc3c(c2)OCO3)[C@H](CCCO)[C@@H](OCC)O1
  -5%	-25%	-15%
O=C(NCc1ccc2c(c1)OCO2)c1c(Cl)cccc1Cl
  /	10%	-5%
O=C(c1ccccc1)C1C(c2ccccc2)C1[N+](=O)[O-] (stereo not given)
  4%	1%	-17%
COc1ccccc1CNC(=O)CS(=O)(=O)c1ccccc1
  3%	9%	4%
CCc1ccc(NC(=S)N2CCN(c3cccc(C(F)(F)F)c3)CC2)cc1
  5%	?	?
COc1cc(-c2cc(NC=O)c3ncc(-c4ccc(C(C)=O)cc4)n3c2)ccc1O
  /	9.2µM*	8.2µM*
O=C(c1cc(-c2cccc(O)c2)on1)N1CCCCC1
  5%	3%	-28%
CC(C)c1cc(C(=O)N2CCN(C(c3ccccc3)c3ccccc3)CC2)no1
  3%	?	?

Next structures:
Second line of a record: TDP1 block	TDP1 cell CPT	TDP1 cell noCPT
CC(Sc1ccc2nnc(-c3ccc(F)cc3)n2n1)C(=O)O (stereo not given)
  /	-17%	-1%
O=c1c2ccccc2nc2n1C(CSCc1ccc(Cl)cc1Cl)CS2 (stereo not given)
  -4%	9.2µM*	6.5µM*
Cc1ccc(S(=O)(=O)N(C)Cc2ccc(C(=O)N/N=C/c3ccc(OC(F)F)cc3OC(F)F)cc2)cc1
  5%	?	23µM*
Cc1csc(SCC(=O)NCc2ccccc2)n1
  1%	-10%	-8%
CCn1cc(CN2CCc3c([nH]c4ccccc34)C2c2cccc(OC)c2OC)c(C)n1 (stereo not given)
  6%	?	-22%
CCn1nc(NS(=O)(=O)c2ccc([N+](=O)[O-])cc2)c2cc3ccc(C)cc3nc21
  11%	-27%	?
CCC(CC)C(=O)NCc1nc2cccnc2n1Cc1ccc(F)cc1
  4%	-12%	-23%
Cc1ccc(NC(=O)Cn2ncc3c([nH]c4ccccc43)c2=O)cc1Cl
  2%	17%	10%
Nc1nnc(SCc2nc3scc(-c4ccccc4)c3c(=O)[nH]2)s1
  /	23µM*	18µM*
COc1ccc(-c2nn(-c3ccccc3C)cc2CNCCc2cnc[nH]2)cc1F
  7%	?	?
Cc1cc(C)cc(NC(=O)CCN2CCOCC2)c1
  /	4%	-26%
COc1ccc(CNCc2cccn2C)cc1
  /	6%	7%
COc1ccc(CCNC(=O)CCCC(=O)n2nc(C)c3ccccc32)cc1OC
  1%	?	-13%
Cc1ccc(/C=C2\C(=O)Nc3ccccc32)o1
  5%	1.5µM*	3.7µM*
O=C(NC(Cc1ccccc1)C(=O)N1CCN(S(=O)(=O)c2ccccc2)CC1)c1ccccc1 (stereo not given)
  /	?	-29%
Cc1ccc(S(=O)(=O)c2cn(Cc3ccccc3)c3cc(N4CCCC4)c(F)cc3c2=O)c(C)c1
  5%	21µM*	9.2µM*
O=C(Nc1ccc(Br)cc1)c1cccc(S(=O)(=O)Nc2cnc3ccccc3c2)c1
  3%	-29%	?
COc1ccc(OC)c2sc(NC(=O)C3COc4ccccc4O3)nc12 (stereo not given)
  /	?	?
COc1ccc(C(=O)CCC(=O)NCCc2ccccc2F)cc1
  /	8%	0%
CC1CCc2c(sc3ncn(Cc4ccc(C(=O)O)cc4)c(=O)c23)C1 (stereo not given)
  2%	-1%	-11%

Later entries
Second line of a record: TDP1 block	TDP1 cell CPT	TDP1 cell noCPT
COc1ccc(C(=O)NCC(=O)OCC(=O)Nc2ncc(Cl)cc2Cl)cc1[N+](=O)[O-]
  0%	7%	-1%
C=CCC1(O)CC(c2ccco2)NC(c2ccco2)C1CCC (stereo not given)
  2%	-16%	?
COc1cc(NCCCn2ccc(NC(=O)OCc3ccccc3)nc2=O)cc(OC)c1OC
  /	-26%	-14%
O=C(NCc1cccnc1)c1cc(Sc2ccc(F)cc2F)nc2ccccc12
  -3%	23µM*	21µM*
Cc1nc(SCc2cccc(Cl)c2)nc2c1CCCC2
  -10%	0%	-26%
NC(=O)c1ccccc1OCC(=O)Nc1ccc2c(c1)OCCO2
  3%[0.505 µM]	-22%	-27%
CCOC(=O)c1ccc(N2CC(O)=C(c3nc4ccccc4c(=O)[nH]3)C2=N)cc1
  5%	?	10µM*
CCOc1cc2c3c(c1)C1(OCCO1)C(=O)N3C(C)(C)CC2C (stereo not given)
  7%	?	?
Cc1ccnc(NC(=O)CSc2cc(=O)n(C)c3ccccc23)c1
  4%	?	?
CC(C)c1ccc(-c2nn(-c3ccccc3)cc2C2C(C#N)=C(N)OC3=C2C(=O)CC(C)(C)C3)cc1 (stereo not given)
  7%	?	18µM*
CC(C)NC(=O)C1C(c2ccc(C(F)(F)F)cc2)=Nc2ccccc2N1C(=O)c1ccco1 (stereo not given)
  /	?	?
CCC(C)(C)NC(=O)C(c1ccccn1)N(C(=O)c1csnn1)C1CCCCC1 (stereo not given)
  0%	18%	?
CCCC(=O)NC(C)c1nc2ccccc2n1CC (stereo not given)
  2%	?	-17%
COc1ccc(C(c2nnnn2Cc2ccc(F)cc2)N2CCN(c3ccccc3)CC2)cc1 (stereo not given)
  5%	?	?
NC(=O)CC(NC(=O)Cc1cccc2ccccc12)c1ccc(NCCc2ccccc2F)c([N+](=O)[O-])c1 (stereo not given)
  1%	21µM*	?
Cc1ccc([C@@H]2C[C@H]3[C@@H](CN2S(=O)(=O)c2ccc(Cl)cc2)C(=O)C[C@@H](c2ccc(C)cc2)N3S(=O)(=O)c2ccc(Cl)cc2)cc1
  /	-6%	2%
CCOc1ccccc1NC(=O)Nc1c(C)n(-c2ccccc2)c(=O)n1C
  -1%	-26%	-9%
COCCNC(C)C(=O)C12CC3CC(CC(C3)C1)C2 (stereo not given)
  0%	-11%	-3%
C=CCn1c(-c2ccc(S(=O)(=O)N3CCOCC3)cc2)csc1=Nc1ccccc1
  9%	6.5µM*	6.5µM*
Cc1ccc(C(=O)NCC(c2ccco2)N2CCc3ccccc32)cc1C (stereo not given)
  /	21µM*	16µM*

(list continues)
Second line of a record: TDP1 block	TDP1 cell CPT	TDP1 cell noCPT
O=C(N/N=C/c1cc(Br)c(Br)o1)C(O)c1ccccc1 (stereo not given)
  -14%	?	?
S=C(NC1CCCCC1)N1CCc2ccccc2C1
  1%	?	?
CCc1ccccc1NC1Nc2cc(C)nn2S1 (stereo not given)
  2%	14%	?
CCN(CC(=O)Nc1ccc2c(c1)OCCO2)S(=O)(=O)c1ccccc1
  7%	9%	-4%
O=C(CN1CCN(C(=O)c2cncn2-c2ccccc2)CC1)Nc1ccccc1Cl
  1%	-14%	-24%
CC(C)(C)NS(=O)(=O)c1ccc2nc(NC(=O)c3ccc(N4C(=O)CCC4=O)cc3)sc2c1
  3%	-18%	3%
COc1ccccc1NS(=O)(=O)c1cc(C(=O)NCc2ccncc2)ccc1C
  /	1%	-16%
Cc1scc(C(=O)N/N=C/c2ccco2)c1C
  3%[56.1 µM]	-22%	-13%
CC1=Nc2ccccc2/C1=C/c1sc(=S)n(-c2cccc(C(=O)O)c2)c1O
  -1%	?	?
Cc1cc(C(=O)Nc2c(C)nn(Cc3ccc(Cl)cc3)c2C)no1
  5%	-1%	5%
CCOCC(=O)Nc1ccccc1C(=O)O
  0%	4%	-16%
CCOC(=O)c1c(C)oc2c1c(C(c1ccccc1)N1CCOCC1)c(O)c1ccccc12 (stereo not given)
  -1%	?	18µM*
COc1ccc(C(=O)NCC(c2ccc(N(C)C)cc2)N2CCOCC2)cc1 (stereo not given)
  6%	7.3µM*	10µM*
Cc1ccccc1-c1cc2nc(NCCOc3ccccc3Cl)n(C)c(=O)c2s1
  /	?	?
CC(C)(C)NC(=O)CCCSc1nc2ccccc2s1
  -1%	?	?
COc1ccc(Cn2c(N)c(C#N)c3nc4ccccc4nc32)cc1
  -6%	?	?
Cn1c2c(c3ccccc31)CCN1CCC[C@]21c1ccccc1
  /	?	?
CN(C)CCCNC(=O)c1ccc(/C=N/O)nc1
  3%	-13%	-4%
Cc1ccc(N2CCN(c3ncccc3[N+](=O)[O-])CC2)c(C)c1
  /	2%	?

Assay outcomes from PubChem.
